High-throughput results from PubChem BioAssay.
ABHD5 PLIN5 PPI: blocks binding of human ABHD5 to perilipin-5 | Split G. princeps luciferase complementation, luminescence, 4 h | inhibition, % at 4 µM | actives 0.78% (n = 360,000) | AID 602281;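 active = inhibition above the mean inhibition across every tested compound plus 3 SD, cut at about 22% in these data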;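 also: 0% = DMSO only wells and the 100% control is not disclosed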
iPSC survival up: hiPSC single-cell survival enhancement; ATPlite luminescence; 100% = ROCK inhibitor wells, 0% = DMSO; survival enhancement, % at 20 µM; actives 0.044% (n = 360,000); AID 602274; in the data active = survival enhancement above about 18%;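 also: cells exposed to compounds for 16 hours before the ATP read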
Cardio protect: protects H9c2 cardiomyocytes from peroxide injury; actives 0.63% (n = 360,000); protection from H2O2 cell death, % at 20 µM; H2O2 injury protection, ATPLite, 2 h;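 active = compounds giving at least 50% protection of heart cells from peroxide-induced death in the single-dose screen, raw or plate-pattern-corrected value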;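 also: 0% = DMSO wells with peroxide and 100% = DMSO wells without peroxide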
HTR2A ag: activates the mouse 5-HT2A serotonin receptor | CHO-K1 mHTR2A beta-arrestin complementation, luminescence; percent of 30 µM serotonin response | activation, % at 7.6 µM | actives 0.66% (n = 360,000) | AID 624169;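 active = activation above a run cutoff, the mean activation of all tested compounds plus 3 SD, cut at about 14% in these data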;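 also: 0% = plate median of compound wells and 100% = 30 µM serotonin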
ABCB6 inh MLPCN: human ABCB6 transporter inhibition. fluorescence ratio to DMSO, % at 10 µM. actives 0.19% (n = 360,000). K562-ABCB6 porphyrin accumulation, flow cytometry, 1 h; active compounds read low. Q9NP58. AID 602162;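 active = fluorescence ratio to DMSO below 75%, the collection mean minus 3 SD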;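 also: signal is porphyrin accumulated inside mitochondria; 100% equals median channel fluorescence of DMSO control wells; lower ratio means ABCB6 inhibition with less porphyrin fluorescence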
Target sequence (Q9NP58 whole entry, looked up): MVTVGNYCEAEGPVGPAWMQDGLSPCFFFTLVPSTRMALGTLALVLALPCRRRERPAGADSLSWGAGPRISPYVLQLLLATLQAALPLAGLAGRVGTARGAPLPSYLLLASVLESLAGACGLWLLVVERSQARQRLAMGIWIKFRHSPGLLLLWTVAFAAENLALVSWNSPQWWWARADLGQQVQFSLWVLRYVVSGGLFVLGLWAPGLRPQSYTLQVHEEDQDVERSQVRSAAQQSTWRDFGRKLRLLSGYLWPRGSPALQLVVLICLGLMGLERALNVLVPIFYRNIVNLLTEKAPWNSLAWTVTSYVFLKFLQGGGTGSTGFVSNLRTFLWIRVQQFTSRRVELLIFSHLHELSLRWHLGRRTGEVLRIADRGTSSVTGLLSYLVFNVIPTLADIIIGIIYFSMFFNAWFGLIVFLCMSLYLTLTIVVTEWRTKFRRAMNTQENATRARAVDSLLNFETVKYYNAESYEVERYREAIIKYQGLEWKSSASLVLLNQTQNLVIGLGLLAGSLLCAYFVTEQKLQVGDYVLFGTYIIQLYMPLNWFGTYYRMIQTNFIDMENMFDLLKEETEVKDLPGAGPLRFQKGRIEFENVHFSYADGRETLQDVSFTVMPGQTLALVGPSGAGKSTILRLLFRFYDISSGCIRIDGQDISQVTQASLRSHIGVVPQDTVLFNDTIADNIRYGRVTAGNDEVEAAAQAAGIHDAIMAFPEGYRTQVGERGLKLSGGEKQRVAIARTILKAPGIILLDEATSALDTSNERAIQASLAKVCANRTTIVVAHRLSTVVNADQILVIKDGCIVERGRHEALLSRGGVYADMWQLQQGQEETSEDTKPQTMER
Granule exo inh: lytic granule exocytosis inhibition; TALL-104 LAMP-1 surface exposure, flow cytometry; cells stimulated with thapsigargin and PMA; inhibition, % at 10 µM; actives 0.66% (n = 360,000);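 active = inhibition above about 55%, limit read from the data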
MC4R antagonist: blocks human MC4R cAMP signaling | MC4R-expressing cells, MTII-stimulated cAMP, LANCE TR-FRET | inhibition, % at 6.5 µM | actives 0.48% (n = 360,000) | AID 540295;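 active = inhibition above its plate's cutoff, the mean of tested wells on that plate plus 3 SD, cut at about 29% in these data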;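 also: 0% = Melanotan II alone and 100% = Melanotan II plus saturating MCL0020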
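Material – human MC4R-expressing U2OS cells · Repeats – no replicates · Detection – TR-FRET with Eu-cAMP and labeled anti-cAMP, 671 nm · Times – compound 30 min, challenge 1 h, detection 1 h · Compound – single nominal compound dose of 6.5 µM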
MC4R ag barr: activates human MC4R beta-arrestin recruitment; P32245; U2OS MC4R beta-arrestin complementation, luminescence; percent of melanotan II response, DMSO zero; activation, % at 8.9 µM; actives 0.98% (n = 360,000); AID 540308;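 active = activation above a per-plate cutoff, the mean activation of sample wells on that plate plus 3 SD, cut at about 8% in these data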
aDG glyco up: alpha-DG glycosylation activation; activation, % at 10 µM; Pro5-aDG cells, alpha-DG glycosylation AlphaScreen (IIH6); 0% Pro5, 100% B10-LARGE cell signal; actives 0.22% (n = 360,000); AID 624168;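 active = activation of at least 8% versus controls, or a plate z-score of at least 8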;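 also: Pro5 are CHO cells carrying HIG-tagged alpha-DG that lacks glycosylation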
Glyco luc inh: blocks N-linked glycosylation in D54 reporter cells; actives 0.23% (n = 360,000); AID 588692; D54 ERlucT glycosylation luciferase reporter, 24 h; percent of 100 nM tunicamycin response; reporter increase, % at 12.5 µM;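 active = mean luciferase reporter signal, scaled so untreated is 0 and the glycosylation-blocking control 100, at or above a set limit in every replicate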;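 also: luciferase carries N-glycosylation sites so blocking glycosylation raises the light; 0% = median of neutral control wells and 100% = median of 100 nM tunicamycin wells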
An asterisk follows results filed as active; x = not tested or not shown. Compounds as they come; overall some 4.5% were active at least once.

The line under a structure holds: ABHD5 PLIN5 PPI | iPSC survival up | Cardio protect | HTR2A ag | ABCB6 inh MLPCN | Granule exo inh | MC4R antagonist | MC4R ag barr | aDG glyco up | Glyco luc inh
1: Cc1ccc2nc(-c3ccc(NC(=O)C(C)N4C(=O)c5ccccc5C4=O)cc3)sc2c1 (stereo not drawn)
→ 6 | -0.3 | -7 | 6 | 104 | 4 | 11 | 7.3 | -0.2 | -1
2: O=C(CCn1c(=O)oc2ccccc21)NCc1ccco1
→ 17 | -0.2 | 15 | 1 | 96 | 5 | 9 | 1.1 | -0.1 | -1
3: CC(Oc1ccc(Cl)cc1)c1ccnn1S(=O)(=O)c1ccc(Cl)cc1 (stereo not drawn)
→ -5 | 4.7 | -3 | -5 | 91 | 6 | 12 | -1.1 | 0.7 | -3
4: C=CCOC(=O)C1C(=O)CC(C)(O)C(C(=O)OCC=C)C1c1ccc(OC)cc1 (stereo not drawn)
→ 0 | -1.5 | 4 | -1 | 98 | 1 | 4 | -0.1 | 0.1 | 2
5: O=S(=O)(NCCCN1CCOCC1)c1ccc2c(c1)OCCO2
→ 2 | -0.5 | 1 | 1 | 91 | 3 | 6 | -1.1 | -0.3 | 4
6: Cc1ccccc1-c1nc(CN2CCCC2c2ccc(F)cc2)c(C)o1 (stereo not drawn)
→ -2 | 0.1 | -13 | 6 | 95 | 1 | 1 | -2.6 | -0.3 | 2
7: CCOc1cccc(CNCCO)c1OCc1ccc(Cl)cc1Cl
→ 10 | -1.5 | -12 | -9 | 97 | 8 | 0 | 2.1 | 2.6 | -6
8: COCCN(Cc1ccccc1)C(=O)C1CCN(S(=O)(=O)c2ccc(OC)c(OC)c2)CC1
→ -3 | -0.2 | -1 | 1 | 97 | -8 | -3 | -4.0 | -0.1 | 5
9: COc1ccc(-c2c(C#N)c(N)n(N)c(=O)c2C#N)cc1Cl
→ -6 | -0.3 | 3 | -4 | 92 | -1 | -7 | -1.5 | -0.1 | -2
10: COc1ccc(C2(CNC(=O)c3ccccc3)CCOCC2)cc1
→ -3 | -0.4 | 6 | 1 | 102 | -1 | 18 | 1.2 | 0.1 | -3
11: O=C1CCCCCC1C1(O)C(=O)Nc2ccc(Br)cc21 (stereo not drawn)
→ -3 | -0.1 | -1 | 3 | 98 | -2 | 2 | -2.6 | 0.6 | -1
12: CN(C)c1cnn(-c2ccccc2)c(=O)c1Cl
→ 0 | 2.6 | 3 | 2 | 97 | 0 | 6 | -0.1 | 0.1 | 1
13: COC(=O)c1ccc(-c2nn(C)c(=O)c3ccccc23)cc1
→ 7 | -0.9 | -9 | -2 | 97 | 3 | 0 | 0.6 | 0.2 | 2
14: COc1ccc(OCC(=O)N2CCCC(CO)(CCOc3ccccc3)C2)cc1 (stereo not drawn)
→ -4 | -0.4 | 3 | -6 | 94 | 0 | 1 | -3.2 | 0.2 | -1
15: CC(=O)N1CCC(N(CCN2CCOCC2)C(=S)Nc2cc(C)cc(C)c2)CC1
→ -3 | -0.6 | 2 | 3 | 101 | -4 | 6 | -1.9 | 0.3 | 3
16: CC(C)(C)C(=O)/C=c1\[nH]c(=O)/c(=C\c2ccc(C#N)cc2)s1
→ 9 | 6.2 | -17 | 4 | 91 | 0 | 0 | 0.2 | 0.1 | 6
17: Nc1c(NCCc2ccccc2)c2ccccc2oc1=O
→ 1 | 0.0 | -5 | -4 | 95 | -3 | 7 | 0.4 | -0.1 | -2
18: O=C(CN1CCCC1)Nc1ccc(F)c(Cl)c1
→ -2 | -0.6 | -1 | 3 | 103 | -7 | 16 | 3.1 | 0.1 | 0
19: COCCNC(=S)N1CCN(c2nc(-c3cccc(OC)c3)cs2)CC1
→ 0 | -0.7 | -3 | -1 | 97 | -15 | 16 | -0.6 | 0.5 | 0
20: CCC(C)C(NC(N)=O)C(=O)Nc1ccc(OCc2ccccc2)cc1 (stereo not drawn)
→ -5 | 1.6 | -2 | -4 | 93 | -1 | 0 | -1.1 | -0.1 | -1
21: N=c1n(CCO)c2ccccc2n1Cc1ccccc1Cl
→ -3 | -2.6 | -4 | -6 | 105 | -4 | -2 | 2.4 | 0.3 | -3
22: Cc1cc(NC(=O)c2ccc(S(=O)(=O)Nc3ccccc3)cc2)no1
→ -8 | 8.1 | 3 | -4 | 97 | 1 | 5 | -0.9 | 0.5 | 2
23: CCCCc1ccc(NC(=S)NCc2cccc(OC)c2)cc1
→ -7 | -3.6 | -7 | 4 | 99 | 9 | -5 | 1.7 | 1.1 | -1
24: CCCCNC(=O)Nc1ccccc1C(=O)NCc1ccco1
→ 12 | 2.6 | 1 | 7 | 101 | 1 | 2 | -0.7 | 0.0 | 0
25: COc1ccccc1C1c2ccc3ccccc3c2Oc2ncn(CCCO)c(=N)c21 (stereo not drawn)
→ 11 | -0.7 | -14 | 1 | 94 | 16 | 27 | 4.0 | 0.2 | -1
26: NC(=O)c1cc(-c2ccccc2)nc(N2CCOCC2)n1
→ 1 | -0.1 | 3 | -5 | 94 | 0 | 1 | -0.1 | 0.0 | -1
27: COc1cc(-c2cc(-c3ccc(F)cc3)nc(N)c2C#N)ccc1O
→ 1 | -0.7 | 13 | -1 | 97 | 1 | -1 | -0.7 | -0.1 | 18
28: Cc1ccc(C(N)=S)c(C)c1
→ -8 | 1.3 | 3 | -7 | 92 | 1 | 3 | -2.2 | -0.2 | 2
29: COCCSc1nnc(NC(=O)c2ccc3c(c2)OCO3)s1
→ -3 | -0.7 | -4 | 0 | 93 | 0 | 3 | -3.1 | -0.3 | 0
30: Cc1nc(N2N=C(c3ccc(Cl)cc3)CC2c2ccco2)sc1C(=O)N(C)C (stereo not drawn)
→ 22* | 0.0 | -1 | -4 | 97 | -2 | 16 | -0.6 | 2.1 | 1
31: O=C(O)c1ccc(/C=N/NC(=O)c2ccc3c(c2)OCCO3)cc1
→ -5 | -0.7 | -5 | -2 | 102 | 2 | -3 | -0.8 | -0.1 | -2
32: CN(C)CC1CCCCC1OC(=O)c1ccc(S(=O)(=O)N(C)c2ccccc2)cc1 (stereo not drawn)
→ 4 | -0.2 | -3 | 2 | 171 | 12 | 5 | -0.7 | -0.1 | -6
33: COC(=O)c1c(C)[nH]c(C(=O)C(C)OC(=O)C2CC(=O)N(c3ccc(C)cc3)C2)c1C (stereo not drawn)
→ 3 | -0.4 | -13 | 0 | 89 | 2 | 14 | -3.6 | -0.2 | -1
34: CCS(=O)(=O)Nc1ccc(C2=NN(S(=O)(=O)c3ccc(F)cc3)C(c3ccco3)C2)cc1 (stereo not drawn)
→ 29* | 0.6 | 10 | -7 | 106 | -5 | 4 | 0.9 | -0.4 | -5
35: C#CCSc1nnc(-c2sc3ccccc3c2Cl)o1
→ 2 | 1.2 | -16 | 3 | 99 | -2 | 13 | 0.7 | 0.1 | -1
36: O=C(c1ccc2nc(-c3ccccc3)c(-c3ccccc3)nc2c1)N1CCCCC1
→ 2 | 1.3 | 5 | -3 | 99 | -4 | 6 | -1.3 | 0.1 | -4
37: Cc1cc(Cl)ccc1NC(=S)N(CCCN1CCOCC1)Cc1cccs1
→ -3 | -2.6 | 3 | -4 | 99 | 2 | 12 | -0.2 | 0.1 | -3
38: CN1CCN(C(=O)CCC(=O)O)CC1
→ -1 | -0.4 | 5 | 0 | 102 | -3 | 5 | 1.0 | -0.2 | 0
39: COc1ccc(OC)c(NC(=O)C2(C)CCN2CCOc2ccccc2)c1 (stereo not drawn)
→ -6 | -0.3 | -6 | -1 | 102 | 0 | 22 | 0.3 | 0.0 | -2
40: COc1ccc(NC(=O)COC(=O)c2ccc3c(c2)OCO3)c(OC)c1
→ 4 | 1.6 | 2 | 1 | 92 | -1 | 14 | 14* | 0.0 | 1
41: Cc1ccc(NC(=O)c2ccc(S(=O)(=O)Nc3c(C)n(C)n(-c4ccccc4)c3=O)cc2)nc1
→ 12 | -0.3 | 2 | -1 | 100 | 1 | 10 | -2.2 | 1.5 | -1
42: CCOc1cc(C(=O)N2CCN=C2SC)cc(OCC)c1OCC
→ 0 | -0.9 | -4 | 0 | 103 | -1 | -1 | -2.2 | 0.0 | 3
43: O=C(CN1CCNCC1)N1CCOCC1
→ 10 | 0.4 | 1 | 3 | 101 | -6 | x | x | -0.2 | -1
44: O=S(=O)(c1cccs1)N1CCN(c2ccccc2Cl)CC1
→ 6 | -0.4 | -12 | 6 | 101 | -1 | 2 | 0.4 | 0.0 | -2
45: C[C@]12c3[nH]c4ccc(Cl)cc4c3CCN1C(=O)[C@@H](CC(=O)NCC13CC4CC(CC(C4)C1)C3)C[C@@H]2C(=O)N1CCCCC1
→ 4 | -1.9 | -19 | -1 | 99 | 0 | 8 | 0.4 | 0.1 | -4
46: CCOC(=O)c1sc2nc(C(C)C)c3c(c2c1N)CCC3
→ -4 | 1.5 | -4 | 0 | 96 | -1 | 1 | 2.9 | 0.8 | 0
47: CC(=O)C1=CN(Cc2ccccc2)CCC1=O
→ -5 | 2.2 | 5 | -5 | 100 | -4 | 1 | -1.6 | -0.2 | 2
48: C[C@@H](NC(=O)c1nc[nH]c1C(=O)NCc1ccc(CNC(=O)OC(C)(C)C)cc1)c1ccccc1
→ -8 | -1.1 | -8 | -1 | 97 | 6 | -37 | 0.5 | 0.7 | 0
49: OCCC1CN(Cc2cccn2-c2ncccn2)CCN1Cc1ccc(F)cc1 (stereo not drawn)
→ -4 | 0.8 | 9 | 2 | 101 | -2 | 12 | 0.4 | 0.0 | 4
50: CC(C)CN(C(=O)COC(=O)c1ccc(Br)o1)c1c(N)n(Cc2ccccc2)c(=O)[nH]c1=O
→ 4 | 0.0 | 2 | 3 | 101 | -6 | 2 | 0.0 | -0.3 | -1
51: CCOc1ccccc1C(=O)Nc1cc(=O)n(C)c(=O)n1C
→ 5 | -0.7 | 7 | -3 | 102 | -2 | 5 | -0.7 | -0.1 | 1
52: COc1ccc(NC(=O)Nc2ccc(N3CCCC3=O)cc2)cc1OC
→ 1 | 4.8 | 0 | -3 | 96 | 2 | 8 | -1.0 | 0.1 | 0
53: O=C(CN1CCOc2ccccc21)NC1CCN(Cc2ccccc2)CC1
→ 2 | 2.6 | 4 | -3 | 102 | 0 | 3 | -0.5 | 0.0 | 0
54: Cc1c(C)c2cccnc2c2ncccc12
→ -8 | -0.5 | 35 | -4 | 95 | 5 | 2 | -1.2 | 0.8 | -11
55: CC1CN(C(=S)Nc2ccccc2)CC(C)O1 (stereo not drawn)
→ 7 | -0.6 | 4 | 3 | 100 | -2 | -2 | 0.0 | 0.0 | 1
56: CC1CCN(S(=O)(=O)N2CCC(C(=O)NCc3cccs3)CC2)CC1
→ -1 | 8.6 | 4 | -2 | 98 | -4 | 0 | -2.1 | 0.0 | 3

Sorted by the number under MC4R ag barr (falling): 3 of the compounds above
nr	Molecule	ABHD5 PLIN5 PPI	HTR2A ag	ABCB6 inh MLPCN	Granule exo inh	MC4R antagonist	MC4R ag barr	aDG glyco up	Glyco luc inh
40	COc1ccc(NC(=O)COC(=O)c2ccc3c(c2)OCO3)c(OC)c1	4	1	92	-1	14	14*	0.0	1
55	CC1CN(C(=S)Nc2ccccc2)CC(C)O1 (stereo not drawn)	7	3	100	-2	-2	0.0	0.0	1
28	Cc1ccc(C(N)=S)c(C)c1	-8	-7	92	1	3	-2.2	-0.2	2
